# High-throughput results from PubChem BioAssay.
# APP 5'UTR act = activators of APP 5'UTR luciferase reporter, primary screen, SH-SY5Y cells; SH-SY5Y APP 5'UTR luciferase reporter, luminescence; zero percent = DMSO vehicle wells; 1% of 190,000 active; activation, % at 2 µM;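 active = activation above a set limit, based on mean plus 3 SD of controls, cut at about 140% in these data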; note: values of inactives mirror those of a sister screen read the other way
# STAT1 blocker = STAT1 signaling inhibitors, primary screen, cell-based, HTS, luciferase reporter; NIH 3T3 STAT1-luciferase reporter, IFN-gamma, luminescence; inhibition, % at 5.5 µM; 0.35% of 200,000 active; AID 920, 2007;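 active = inhibition above a set limit, the mean inhibition across all tested compounds plus 3 SD, cut at about 34% in these data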;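 note: 0% = IFN-gamma with DMSO and 100% = IFN-gamma with 300 µM nifuroxazide; values of inactives mirror those of a sister screen read the other way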
# STAT3 blocker = IL-6 driven STAT3 reporter inhibitors, primary screen, U3A cells, luciferase, luminescence, MLSCN library. IL-6 STAT3-luciferase reporter; host cell line lacks STAT1. inhibition, % at 5.5 µM. 0.89% of 190,000 active;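 active = inhibition above the mean inhibition across all screened compounds plus 3 SD, cut at about 44% in these data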;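 note: 0% = DMSO only wells and 100% = 100 µM nifuroxazide control wells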
# Hsp70 act = Hsp70 transcriptional activators, primary screen, cell-based, HeLa, Hsp70 promoter luciferase, luminescence, 10 µM | HeLa Hsp70 promoter luciferase reporter; scaled: vehicle 0, proteasome-inhibitor control 100% | activation, % at 10 µM | AID 1203, 2008 | 0.04% of 200,000 active;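 active = activation above the mean across all tested compounds plus 3 SD, cutoff set per campaign, cut at about 5.5% in these data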;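 note: 100% = MG132 at 30 µM as the positive control and 0% = DMSO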
# NF-kB neuron act = activators of NF-kB expression in neurons, primary screen, cell-based, HTS; fold change at 12.5 µM; human neuronal cells, NF-kB reporter expression; active compounds read high; 1.6% of 190,000 active; in the data active = fold change above about 3.3
# STAT3 act = IL-6 driven STAT3 reporter potentiators, primary screen, U3A cells, luciferase, luminescence, MLSCN library; IL-6 STAT3-luciferase reporter; 100% = signal with IL-6 EC80 alone; activation (% of control), % at 5.6 µM; 0.91% of 190,000 active;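 active = activation above the screen-wide mean of compound activation plus 3 SD, cut at about 130% in these data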;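 note: 0% = background luminescence of wells with medium and substrate only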
#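 Test system: STAT3-luciferase reporter U3A cells; Detection: reporter luminescence signal; Times: 1 h compound pre-exposure, 6 h IL-6 stimulation, 37 °C; Benchmarks: IL-6-only high control; Also added: IL-6 stimulus at 33 ng/mL final.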
# TLR4-MyD88 BLA = inhibitors of TLR4-MyD88 association in cells, primary screen, cell-based, HeLa CL3-4, BLA complementation, FRET ratio; HeLa CL3-4 TLR4/MyD88 BLA complementation; 0.18% of 200,000 active; Toll-like receptor 4 (Homo sapiens) + Myeloid differentiation primary response protein …; inhibition, % at 8.4 µM; in the data active = inhibition above about 25%;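 note: 0% = vehicle and 100% = reference inhibitor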
# Target sequence (O00206 whole entry, looked up): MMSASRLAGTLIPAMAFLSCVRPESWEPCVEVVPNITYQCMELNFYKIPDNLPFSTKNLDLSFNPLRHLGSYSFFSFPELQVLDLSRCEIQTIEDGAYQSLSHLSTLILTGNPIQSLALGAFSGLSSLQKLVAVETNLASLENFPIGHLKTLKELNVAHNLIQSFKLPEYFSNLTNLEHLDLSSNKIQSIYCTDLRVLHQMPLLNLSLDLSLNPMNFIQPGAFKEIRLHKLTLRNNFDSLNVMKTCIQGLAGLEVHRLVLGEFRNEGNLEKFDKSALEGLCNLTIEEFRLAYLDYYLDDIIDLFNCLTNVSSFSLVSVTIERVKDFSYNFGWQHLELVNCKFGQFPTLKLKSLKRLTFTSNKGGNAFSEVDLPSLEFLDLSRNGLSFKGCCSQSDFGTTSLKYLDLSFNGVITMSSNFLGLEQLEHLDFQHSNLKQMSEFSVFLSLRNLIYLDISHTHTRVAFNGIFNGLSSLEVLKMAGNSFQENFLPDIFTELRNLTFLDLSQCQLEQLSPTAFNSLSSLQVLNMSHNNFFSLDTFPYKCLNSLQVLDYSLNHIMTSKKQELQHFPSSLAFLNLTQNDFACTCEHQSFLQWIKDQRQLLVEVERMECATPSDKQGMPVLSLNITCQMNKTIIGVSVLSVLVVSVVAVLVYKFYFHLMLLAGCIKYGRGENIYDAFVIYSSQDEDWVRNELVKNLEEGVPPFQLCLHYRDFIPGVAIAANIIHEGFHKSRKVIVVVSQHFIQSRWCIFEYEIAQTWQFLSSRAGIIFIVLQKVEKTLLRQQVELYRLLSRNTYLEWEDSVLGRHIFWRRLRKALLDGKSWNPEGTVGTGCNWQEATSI
# Target sequence (Q99836 whole entry, looked up): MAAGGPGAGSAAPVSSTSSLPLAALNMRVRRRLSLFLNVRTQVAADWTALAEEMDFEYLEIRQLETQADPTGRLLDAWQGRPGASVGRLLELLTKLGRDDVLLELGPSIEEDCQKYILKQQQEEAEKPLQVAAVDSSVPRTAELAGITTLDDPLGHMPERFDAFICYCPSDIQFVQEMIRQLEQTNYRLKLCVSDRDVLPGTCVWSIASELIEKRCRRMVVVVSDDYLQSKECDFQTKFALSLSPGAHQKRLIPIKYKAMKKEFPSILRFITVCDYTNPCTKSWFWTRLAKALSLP
# DTT redox prof = compounds producing H2O2 with reducing agent – biochemical, NIH compound library profiling, artefact control for MLSCN library redox annotation, primary screen | DTT-dependent redox cycling H2O2, phenol red/HRP absorbance; 100% = 100 µM peroxide control, 0% = buffer | activation, % at 10 µM | 0.03% of 200,000 active;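 active = activation of at least 50% relative to the plate's high and low controls in the primary single-dose screen; inactive = activation below 50%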;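 note: compound incubated with DTT at 0.8 mM final as the reducing agent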
# STAT1 act = STAT1 signaling activators, primary screen, cell-based, HTS, luciferase reporter; NIH 3T3 STAT1-luciferase reporter, IFN-gamma, luminescence; 100% = IFN-gamma alone, no compound; activation (% of control), % at 5.5 µM; 2.6% of 200,000 active;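 active = activation above the screen-wide mean activation plus 3 SD, cut at about 130% in these data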;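 note: raw ratio to IFN-gamma control signal so 100% means no change and 0% no light; values of inactives mirror those of a sister screen read the other way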
# HMGR II inh = inhibitors of E. faecalis class II HMGR, primary screen, biochemical, Enterococcus faecalis; inhibition, % at 10 µM; purified E. faecalis HMGR, NADPH absorbance 340 nm kinetic; 0.41% of 190,000 active; HMG-CoA reductase (Enterococcus faecalis, mvaE); AID 1066, 2008;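 active = inhibition above a set limit, the median over all tested compounds plus 3 SD, cut at about 9.5% in these data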;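 note: enzyme runs in reverse so mevalonate oxidation gives rising NADPH absorbance; 0% = complete reaction with DMSO and 100% = background rate lacking mevalonate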
# An asterisk follows results filed as active; . = no result given.
# Every second line gives: APP 5'UTR act	STAT1 blocker	STAT3 blocker	Hsp70 act	NF-kB neuron act	STAT3 act	TLR4-MyD88 BLA	DTT redox prof	STAT1 act	HMGR II inh
1: Clc1ccc(-c2onc3c2CCCC3)cc1
→ .	1	24	0.6	1.6	85	-2	0.3	99	0
2: O=C(/C=C/c1ccccc1)c1ccoc1
→ 1	2	0	-0.2	0.94	105	5	1.9	98	-2
3: O=C(C1=C[C@@H](C2CCCCC2)C[C@@H](OCCCCO)O1)N1CCN(Cc2ccccc2)CC1
→ -4	3	.	0.2	1.2	.	-7	0.8	99	-7
4: Cc1ccccc1N1C(=O)CC1(C#N)c1ccc(OCc2ccccc2)cc1 (configuration not stated)
→ -1	-10	-11	-0.4	1.1	112	1	-0.2	109	-4
5: CCCC(c1nnnn1CCOC)N1CCN(C(=O)c2ccco2)CC1 (configuration not stated)
→ -3	-1	-3	-0.2	1.4	105	-10	0.0	100	0
6: COc1ccc(S(=O)(=O)CC2(O)CCN(C(=O)C(C)(C)C)CC2)cc1
→ -5	-2	6	-0.3	0.99	99	6	-0.3	102	-3
7: Cc1ccc(C)c(NNC(N)=S)c1
→ -17	-6	-5	-0.3	1.1	106	-2	-1.1	106	-4
8: COC(=O)n1ccc(C(=O)Nc2ccccc2F)n1
→ 20	-15	13	-0.1	1.5	92	-4	0.2	114	-4
9: C/C=C/c1ccc(OCCOc2ccc(C=O)cc2OC)c(OC)c1
→ -8	-5	-8	-0.2	1	103	-6	0.3	104	-4
10: O=C(NCc1ccc(F)cc1)C1CCN(S(=O)(=O)N2CCOCC2)CC1
→ 2	-8	-2	-0.3	0.95	104	-4	-0.7	107	-1
11: COc1ccc(S(N)(=O)=O)cc1N(C)S(=O)(=O)c1ccccc1
→ -11	-3	14	-0.1	1.1	97	3	-1.0	101	4
12: Cc1ccc(C(=O)CSc2nnnn2-c2ccccc2)o1
→ 22	-19	4	-0.6	0.83	98	-5	-0.2	115	-4
13: Cc1ccc(C(=O)NC2CCCCCC2)cc1N1CCCC1=O
→ 5	2	-3	-0.3	1.2	104	2	-1.7	98	2
14: O=C1OCC2=C1C(c1ccc(F)cc1)Sc1ccccc1N2 (configuration not stated)
→ -2	14	6	-0.3	0.91	96	-14	2.8	87	-2
15: CC(C)CCNC(=S)Nc1ccc(F)cc1
→ 8	12	13	-0.3	.	92	5	-3.2	89	.
16: Fc1ccc(C2CCCN2Cc2nc(Cc3ccccc3)no2)cc1 (configuration not stated)
→ 9	4	-2	-0.2	1.2	104	1	-0.3	95	6
17: CN(C)c1oc(COc2ccc(F)cc2)nc1C#N
→ -18	4	25	0.1	1.4	84	-7	0.2	97	-2
18: CCOC(=O)COc1ccc(-c2nnc(-c3ccccc3)o2)cc1
→ -8	11	15	-0.3	1.1	92	-3	2.0	90	4
19: O=S(=O)(Nc1cccc(S(=O)(=O)N2CCCCCC2)c1)c1ccccc1
→ -9	3	4	-0.4	0.97	99	3	-0.4	96	0
20: CCC(C)C(=O)Nc1nc(C)c(-c2csc(Nc3cc(OC)ccc3OC)n2)s1 (configuration not stated)
→ -9	-13	24	-0.2	0.69	82	-6	-6.8	112	-1
21: COc1ccccc1C(=O)N1C(CC(=O)Nc2cc(Cl)ccc2C)C(=O)NC2CCCCC21 (configuration not stated)
→ 11	-5	2	-0.1	0.31	101	-1	0.0	105	0
22: CCOc1ncccc1C(=O)OCC(=O)N(CC)c1ccccc1
→ 6	1	4	0.4	1	98	-2	-0.5	97	-1
23: Fc1cccc(Cl)c1/C=N/Nc1c(Cl)cncc1Cl
→ 5	-3	6	-0.2	1.1	93	-8	-0.3	105	0
24: CN1/C(=C\C=N\NC(=O)c2cccnc2)C(C)(C)c2ccccc21
→ -19	14	12	0.6	1.1	93	15	-1.2	86	-2
25: O=C(COc1cccc2ccccc12)NNC(=O)Nc1ccccc1
→ 22	-2	-16	0.1	1.1	119	-7	-4.0	102	-4
26: COc1ccc(Br)cc1-c1nc(C)c(C(C)=O)n1O
→ 23	3	1	0.1	1.1	101	-9	0.5	97	-3
27: Cc1ccc(O)c(NC(=S)NC(=O)CC(C)C)c1
→ 16	-5	7	0.3	1.6	92	-18	0.1	105	3
28: NC(=O)C1CCN(C(=O)/C=C/c2cc(Br)ccc2F)CC1
→ 0	-10	3	-0.4	1.1	104	1	0.0	109	-1
29: Cn1c(SCC(=O)N2CCN(Cc3ccccc3)CC2)nnc1-c1ccncc1
→ -5	3	8	0.0	1.1	96	9	1.2	95	-4
30: COc1ccc(NC(=O)CN(C)S(=O)(=O)c2cccs2)cc1
→ 25	3	-7	-0.1	1.7	111	-4	-0.8	97	-7

# Given with one line to a screen: part of the list above
1: Clc1ccc(-c2onc3c2CCCC3)cc1
2: O=C(/C=C/c1ccccc1)c1ccoc1
3: O=C(C1=C[C@@H](C2CCCCC2)C[C@@H](OCCCCO)O1)N1CCN(Cc2ccccc2)CC1
4: Cc1ccccc1N1C(=O)CC1(C#N)c1ccc(OCc2ccccc2)cc1 (configuration not stated)
5: CCCC(c1nnnn1CCOC)N1CCN(C(=O)c2ccco2)CC1 (configuration not stated)
6: COc1ccc(S(=O)(=O)CC2(O)CCN(C(=O)C(C)(C)C)CC2)cc1
7: Cc1ccc(C)c(NNC(N)=S)c1
8: COC(=O)n1ccc(C(=O)Nc2ccccc2F)n1
9: C/C=C/c1ccc(OCCOc2ccc(C=O)cc2OC)c(OC)c1
10: O=C(NCc1ccc(F)cc1)C1CCN(S(=O)(=O)N2CCOCC2)CC1
compound no. | 1 | 2 | 3 | 4 | 5 | 6 | 7 | 8 | 9 | 10
APP 5'UTR act | . | 1 | -4 | -1 | -3 | -5 | -17 | 20 | -8 | 2
STAT1 blocker | 1 | 2 | 3 | -10 | -1 | -2 | -6 | -15 | -5 | -8
STAT3 blocker | 24 | 0 | . | -11 | -3 | 6 | -5 | 13 | -8 | -2
Hsp70 act | 0.6 | -0.2 | 0.2 | -0.4 | -0.2 | -0.3 | -0.3 | -0.1 | -0.2 | -0.3
NF-kB neuron act | 1.6 | 0.94 | 1.2 | 1.1 | 1.4 | 0.99 | 1.1 | 1.5 | 1 | 0.95
STAT3 act | 85 | 105 | . | 112 | 105 | 99 | 106 | 92 | 103 | 104
TLR4-MyD88 BLA | -2 | 5 | -7 | 1 | -10 | 6 | -2 | -4 | -6 | -4
DTT redox prof | 0.3 | 1.9 | 0.8 | -0.2 | 0.0 | -0.3 | -1.1 | 0.2 | 0.3 | -0.7
STAT1 act | 99 | 98 | 99 | 109 | 100 | 102 | 106 | 114 | 104 | 107
HMGR II inh | 0 | -2 | -7 | -4 | 0 | -3 | -4 | -4 | -4 | -1

11: COc1ccc(S(N)(=O)=O)cc1N(C)S(=O)(=O)c1ccccc1
compound no. | 11
APP 5'UTR act | -11
STAT1 blocker | -3
STAT3 blocker | 14
Hsp70 act | -0.1
NF-kB neuron act | 1.1
STAT3 act | 97
TLR4-MyD88 BLA | 3
DTT redox prof | -1.0
STAT1 act | 101
HMGR II inh | 4

# (further entries)
# Every second line gives: APP 5'UTR act	STAT1 blocker	STAT3 blocker	Hsp70 act	NF-kB neuron act	STAT3 act	TLR4-MyD88 BLA	DTT redox prof	STAT1 act	HMGR II inh
31: O=c1c2ccccc2nc(COc2ccccc2)n1/N=C/c1cn[nH]c1-c1ccccc1
→ 18	-11	12	-0.2	0.25	91	2	0.2	109	1
32: CCc1nc(SCc2ccccn2)c2c(=O)n(C)c(=O)n(C)c2n1
→ 13	-1	16	0.5	1.1	94	-13	-0.8	100	-3
33: CC(=O)Nc1ccc(S(=O)(=O)NCc2ccc(C(=O)NCCN3CCCCCC3)cc2)cc1
→ 1	5	0	-0.1	0.97	103	8	0.3	95	6
34: CC(C)(C)OC(=O)C(C)(C)O/N=C(\C(=O)O)c1csc(N)n1
→ 3	-5	-4	-0.4	1.2	104	8	-0.5	103	-7
35: Cc1cccc(N2C(=O)CC(N3CCN(c4ccccc4)CC3)C2=O)c1 (configuration not stated)
→ .	-1	18	-0.5	1.5	90	2	-0.1	101	1
36: O=c1c(-c2ccc(Cl)cc2)coc2c(CN3CCOCC3)c(O)ccc12
→ -5	-6	11	-0.1	1.2	94	-7	1.6	105	4
37: O=C1C2C3c4ccccc4C(c4ccccc43)C2C(=O)N1c1nc(-c2ccccc2)cs1 (configuration not stated)
→ -18	-6	9	-0.6	1.1	98	-18	-1.7	106	-4
38: COc1ccc2occ(C(C)=O)c2c1
→ -37	6	7	-0.3	0.95	99	-5	0.1	94	-6
39: CCOC(=O)N1CCN(C(=O)c2ccc3c(=O)n(CC4CCCO4)c(=S)[nH]c3c2)CC1 (configuration not stated)
→ 0	-3	4	0.1	1.1	101	-9	2.5	103	-1
40: O=C(C[n+]1ccc(C(=O)c2ccccc2)cc1)Nc1ccc(C(F)(F)F)cc1
→ 1	2	5	-0.2	1.2	103	-8	-0.8	99	1
41: CCc1ccccc1NC(=O)COc1ccc(C(=S)N2CCCC2)cc1
→ -3	3	9	0.1	1	98	-8	-0.1	95	-4
42: O=C(c1ccco1)N1CCN(S(=O)(=O)c2cccc3nsnc23)CC1
→ 16	3	9	-0.2	0.93	97	-7	-1.2	98	-1
43: COC(=O)c1c(NC(=O)CSc2nnc(-c3ccco3)n2C)sc(C)c1C
→ -11	1	0	0.4	1.2	100	2	1.0	99	-5
44: CCOC(=O)c1[nH]c(COC(=O)C2CC(=O)N(Cc3ccccc3)C2)c(C(=O)OCC)c1C (configuration not stated)
→ 2	2	3	-0.3	1.2	100	-4	-0.3	98	0
45: C#Cc1ccc([C@H]2C=C(C(=O)N3CCOCC3)O[C@@H](OCc3ccc(CO)cc3)C2)cc1
→ -2	6	.	-0.2	1.1	.	-7	-1.3	95	-3
46: CCCNC(=O)C1CCN(S(=O)(=O)c2cccs2)CC1
→ 8	-2	-6	-0.3	1.1	105	-6	-0.5	102	-2
47: Cc1ccc(S(=O)(=O)N2CC3(C)CN(S(=O)(=O)c4ccc(C)cc4)CC(C)(C2)C3O)cc1 (configuration not stated)
→ -3	-3	18	-0.2	1.1	89	-14	1.5	103	-7
48: COc1ccc2cc(CN(C(=O)Nc3ccccc3OC)C3CCCC3)c(=O)[nH]c2c1
→ -7	3	-8	-0.6	0.66	110	-7	1.1	98	-3
49: COc1ccc(-c2nc3c(-c4ccccc4)cnn3cc2C)cc1F
→ 25	-18	14	0.1	1.2	91	12	3.8	115	-1
50: O=C(CSc1nc(C2CC2)nc2c1cnn2-c1ccccc1)Nc1c[nH]c(=O)[nH]c1=O
→ -4	3	-8	-0.1	1.4	110	8	-1.9	95	0
51: c1ccc(CSc2nncn2-c2ccccn2)cc1
→ -4	-5	1	-0.2	1.1	102	9	-0.1	104	-2
52: CCNc1oc(COc2ccccc2F)nc1C#N
→ 22	-4	-12	-0.1	1.5	114	2	2.4	104	-2
